Bioassay records: PubChem BioAssay, National Center for Advancing Translational Sciences (NCATS)
p53ts 32C kill = qHTS Screen for Compounds that Selectively Target Cancer Cells with p53 Mutations: Cytotoxicity of p53ts Cells at the Permissive Temperature; H1299-p53A138V at 32C, ATP luminescence viability, 24 h; Potency, µM (doses to about 46.1 µM), inactives show at the highest dose activity change, negative = cytotoxicity, usual class: cytotoxic; 0.93% of 130,000 active; AID 924, 2007;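 further: 0% = DMSO and -100% = full killing by reference compound; nearly all actives have a fitted effect of over 55% in size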
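Cells: H1299 p53ts (A138V), 600/well, pre-incubated 16–30 h at 37C. Cpd up to 46 uM, 24 h, 32C. Readout: ATPlite luminescence, 20 min RT. Normalization: DMSO vs tamoxifen 100 uM. AC50 by Hill equation.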
p53ts 39C tox = qHTS Screen for Compounds that Selectively Target Cancer Cells with p53 Mutations: Cytotoxicity of p53ts Cells at the Nonpermissive Temperature. 1.5% of 130,000 active. H1299-p53A138V viability at 39C, ATP luminescence, 24 h. Potency, µM (highest dose often 46.1 µM), for inactives: at the highest dose activity change, negative = cell killing, most hits filed as cytotoxic; further: nearly all actives have a fitted effect of over 55% in size
Peg3 imprint = qHTS Assay for Compounds that Induce Erasure of Genomic Imprints; mouse ES Peg3-LacZ reporter, beta-gal luminescence, 40 h; Potency, µM (doses to about 60.7 µM), for inactives: top-dose activity change, positive = activation, actives largely listed as activators; 0.02% of 110,000 active; AID 1948, 2009;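 further: 0% = negative control wells on the plate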
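Gelatin-coated wells received 300 freshly trypsinized female ES cells with a Peg3LacZ-Neo reporter on the maternal allele, then incubated 40 hours at 37C. BetaGlo was added for 5 minutes at room temperature before a single luminescence read.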
IkB sig inh = IkB Signaling | AID 445, 2006 | ABC-DLBCL IkBa-CBG/CBR dual luciferase ratio, 4 h; response scale: scaled: untreated 0%, proteasome inhibitor 100% | 0.04% of 110,000 active | Potency, µM (titrated, usually from 57.1 µM), for inactives: at the top dose IkBa stabilization activation; active means well fitted curve in the direction sought with a large enough effect in the signal ratio, not every such curve was filed as active; inconclusive means small, poorly fitted or top-dose-only effect, or a change in a side signal; the % refers to the signal ratio;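 further: the direction sought is a rising ratio; 0% = basal untreated cells and 100% = reference inhibitor full response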
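In this assay, an IκBα–CBG68 fusion accumulates when IKK-driven degradation is blocked; native CBR normalizes for cell number. OCI-Ly3 cells were treated 4 h with compound and doxycycline, then green and red light read after Chroma-Glo addition.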
An asterisk follows results filed as active; ? = inconclusive; · = not tested or not shown; & = joins results of further samples; [ ] = another dose, or the depositor's remark. Unless noted, the call rests on the fitted dose curve; in most records, active means well fitted curve in the direction sought with a large enough effect; inconclusive means small, poorly fitted or top-dose-only effect, or another doubt; inactive means no such curve, though single readings can be large; an effect the other way counts as inactive or inconclusive. Unless noted, on the % scale 0 is the no-effect control and ±100 the full control effect; potency means the concentration at half of the fitted maximal effect. Rows are unselected (roughly 1.7% active in at least one column).

SMILES	p53ts 32C kill	p53ts 39C tox	Peg3 imprint	IkB sig inh
CCn1c(=O)cc(SCC(=O)Nc2cccnc2)c2ccccc21	3%	-7%	-11%	3.9%
OC1CCN(c2c3c(nc4cc(-c5cccc(F)c5)nn24)CCCC3)CC1	-8%	?	-20%	?
Cc1[nH]c2ccc(C(=O)NCCCN3CCCCC3)cc2c1C	2%	-13%	-1%[10.9 µM]	-0.1%
c1ccc2oc(C3=NCCN3)cc2c1	-10%	-10%	-32%[inhibitor]	0.2%
CCn1c(SCC(=O)OC)nnc1-c1ccncc1	5%	19%	·	·
FC(F)(F)c1cc(-c2ccccc2)nc(NCC2CCCO2)n1 (stereo unspecified)	40%[activator]	19%	0%	?
COc1cc2c(cc1OC)C(COc1ccccc1OC)N(C(=O)c1ccccc1OC)CC2 (stereo unspecified)	7%	-27%	-16%[10.9 µM]	-0.4%
CCCCOC(=O)c1ccc(NC(=O)c2cc3c(=O)n4cccc(C)c4nc3n2C)cc1	-5%	?	-8%[10.9 µM]	-0.2%
COc1ccc(Oc2ncc3nc(-c4cn(C)c5ccccc45)c(=O)n(C)c3n2)cc1	-10%	-5%	?	-1.0%[11.4 µM]
C=CCNC(=O)C1CCN(S(=O)(=O)c2ccc(Br)cc2)CC1	-4%	-5%	-14%	0.2%
CCn1c(COc2ccccc2)nc2ccccc21	-2%	-2%	·	·
CCc1nn2c(=O)c(S(=O)(=O)Nc3cccc(F)c3)c(C)nc2s1	6%	-11%	18%[10.9 µM]	-0.5%
Cn1cc(Cl)c(C(=O)NC2CCCCCC2)n1	-7%	-10%	-24%	0.4%
CC(C)OCCCNC(=O)Cn1c(-c2cccs2)cc2cc(F)ccc21	-6%	-1%	-10%[10.9 µM]	?
CCOc1ccccc1NC(=O)Cn1c(=O)n(-c2cccc(C)c2)c(=O)c2c1c1cc(OC)ccc1n2C	7%	15%	-9%[10.9 µM]	6.0%
Cc1ccc2cc(C(c3nnnn3C3CCCC3)N3CCN(c4ccccc4)CC3)c(=O)[nH]c2c1 (stereo unspecified)	7%	-22%	·	16%
CCc1ccc(C(=O)N2CCCC2)s1	-7%	7%	-16%	0.1%
COc1ccccc1N1CCN(C(=O)c2cccc3c(=O)c(C)c(-c4ccccc4)oc23)CC1	-6%	15%	·	·
CCN(CC)c1ccc2c(Cl)c(Br)c(=O)oc2c1	13µM*	?	·	?
COc1ccc(CN(C(=O)c2ccc(OCC(C)C)cc2)C2CCS(=O)(=O)C2)cc1 (stereo unspecified)	-8%	-1%	-6%[10.9 µM]	?
COC(=O)c1ccc(COc2cccc3c2CCN(Cc2cccc(C)c2)C3=O)o1	1%	-10%	·	·
COc1ccc(CC(=O)Nc2c3c(nn2-c2cccc(C)c2C)CS(=O)(=O)C3)cc1	2%	3%	-13%	-1.3%
CC(C)C(=O)Nc1cccc(NC(=O)CCN2C(=O)c3ccccc3S2(=O)=O)c1	-2%	-1%	-6%	1.9%
COc1ccc(NC(=O)C2CCCN(S(=O)(=O)c3ccc4[nH]c(=O)ccc4c3)C2)cc1Cl (stereo unspecified)	0%	-20%	-9%[10.9 µM]	-1.5%
Cc1c(CN(C)C(=O)c2ccc(Br)o2)cnn1C	6%	16%	·	·
SMILES	p53ts 32C kill	p53ts 39C tox	Peg3 imprint	IkB sig inh
Cc1cc(C)cc(NC(=O)C2CCC(CNS(=O)(=O)c3ccc4c(c3)C(C)(C)C(=O)N4C)CC2)c1 (stereo unspecified)	5%	?	-9%[10.9 µM]	?
CCOC(=O)Cc1csc(NC(=O)CSc2nnnn2-c2ccc(CC)cc2)n1	-1%	?	-9%	?
CC(O)c1nc2ccccc2n1C1CCCCC1 (stereo unspecified)	11%	43%[activator]	-7%	0.3%
CCOc1ccc(-c2c(C)nn3c(C)c(C(=O)Nc4ccccc4C(=O)OC)cnc23)cc1OCC	1%	-7%	5%[10.9 µM]	-0.8%
CCc1cccc(C)c1NC(=O)Cn1nc(C)n2cccc2c1=O	-4%	13µM*	-8%[10.9 µM]	?
CCOC(=O)c1ccn(-c2nc(-c3cccc(OC)c3)cc(C(F)(F)F)n2)n1	7%	-21%	-16%[10.9 µM]	?
Cc1ccc(Nc2c(-c3cccc(Cl)c3)nc3cccc(C)n23)cc1	10%	?	6%[10.9 µM]	?
C[C@@H](NC(=O)c1coc(=O)c(Br)c1)c1ccccc1	?	62%[activator]	·	·
CC(=O)c1ccc(NC(=O)CSc2nc(=O)n(Cc3ccccn3)c3c2CCC3)cc1	-1%	-13%	-5%[10.9 µM]	?
CCn1cc(C(=O)NC2CCCC2)c(=O)c2cc(S(=O)(=O)N3CCOCC3)ccc21	4%	18%	-3%	-0.3%
CCCCOc1[nH]c2nc(-c3ccco3)n(Cc3ccco3)c(=N)c2c1C#N	9%	17%	-10%	0.3%
COc1ccc(C2CC(=O)N(Cc3ccccc3)c3c2c(C)nn3-c2nc(C)cc(C)n2)c(OC)c1 (stereo unspecified)	13%	13%	-7%[10.9 µM]	0.7%
O=C(c1ccc(Br)s1)N(Cc1cccnc1)c1nc2ccc(F)cc2s1	0%	?	-6%[10.9 µM]	?
CCCCN1C(=O)N(C)C2C1N(C)C(=O)N2CCCC (stereo unspecified)	3%	13%	·	·
CCOc1ccc(CNC(=O)Cn2ccc3cc(S(=O)(=O)N4CCCCCC4)ccc32)cc1	-12%	?	20%[10.9 µM]	1.0%
COc1ccc(CCNC2CC(=O)N(CCc3ccccc3)C2=O)cc1OC (stereo unspecified)	3%	10%	-7%	1.6%
CN(C)C(=O)c1ccc(-c2ccc3ncnc(Nc4ccc(F)cc4)c3c2)cc1	3%	1%	?	1.9%[11.4 µM]
O=C(Nc1ccc2c(c1)OCO2)N1CCN(c2cccc(C(F)(F)F)c2)CC1	-4%	-6%	-21%	3.2%
COc1ccccc1C1C=C(c2ccc(Cl)cc2)Nc2nc(NS(C)(=O)=O)nn21 (stereo unspecified)	14%	13%	-9%	1.6%
Cc1cccc(C(=O)Nc2ccc3oc(-c4cccc5c(Br)cccc45)nc3c2)c1	2%	-9%	8%[10.9 µM]	-1.0%
O=C(COc1ccccc1Cl)Nc1nnc(S(=O)(=O)N2CCCCCC2)s1	0%	33%[activator]	22%[10.9 µM]	-2.4%
CCc1ccccc1-n1c(C)nc2cc(C(=O)NCCc3ccc(Cl)cc3)ccc21	?	-12%	-10%[10.9 µM]	?
CCC(Oc1ccccc1)C(=O)NCc1cccnc1 (stereo unspecified)	2%	10%	0%	0.0%
Cc1cccc(N(C(=O)c2cnc3n(c2=O)CCS3)C2CCCCC2)c1	5%	1%	·	·
Cc1ccc(C)c(OC(=O)c2ccncc2)c1	-15%	24%	·	·
SMILES	p53ts 32C kill	p53ts 39C tox	Peg3 imprint	IkB sig inh
O=C(O)C(NS(=O)(=O)c1cccc2cccnc12)c1ccccc1 (stereo unspecified)	4%	5%	-4%	-0.7%
COc1ccc(NCc2cccn2-c2nnc(N3CCOCC3)s2)cc1OC	1%	10%	3%[10.9 µM]	1.4%
O=C(c1cc2ccccc2oc1=O)N(c1ccccc1)C1C=CS(=O)(=O)C1 (stereo unspecified)	-9%	7%	·	·
Cc1ccc(NC(=O)CSc2nc3ccccc3n2CC(=O)N(C)C2CCCCC2)cc1C	1%	-10%	11%[10.9 µM]	2.5%
CCOC(=O)c1ccc(NC(=O)NC2CCN(CC(=O)NCc3ccc4c(c3)OCO4)CC2)cc1	-9%	-10%	-3%	0.0%
CCCOc1ccc(C2C(C#N)=C(N)Oc3nc[nH]c(=O)c32)cc1OC (stereo unspecified)	-15%	-4%	·	2.9%
Cc1ccc(C)c(S(=O)(=O)c2nnn3c2nc(Nc2ccc(C)c(C)c2)c2sccc23)c1	7%	-8%	-15%[10.9 µM]	0.2%
CC(C)NC(=O)c1ccccc1NC(=O)c1nsc2ccccc12	-1%	5%	5%[10.9 µM]	-2.0%
Cc1cc(C)c(NC(=O)C(C)n2nnc3sc(-c4ccccc4)cc3c2=O)c(C)c1 (stereo unspecified)	-1%	25%	7%[10.9 µM]	?
Cc1cccc(N2C(=O)CSC23C(=O)N(CC(=O)NCCc2ccccc2)c2ccccc23)c1 (stereo unspecified)	2%	-8%	2%[10.9 µM]	?
Cc1ccc(C(=O)c2oc3ccccc3c2NC(=O)COc2ccc(Cl)c(C)c2)cc1	2%	2%	-9%[10.9 µM]	-1.3%
CCN(CC)S(=O)(=O)c1csc(C(=O)NC2CCCCC2)c1	11%	2%	-12%	-1.9%
Cc1cccc(NC(=O)CN(C)S(=O)(=O)c2ccc(Cl)cc2)n1	3%	4%	-10%	3.7%
CCOC(=O)N1CCc2c(sc3c2c(=O)n(Cc2ccccc2)c(=O)n3CC(=O)Nc2ccc(C)cc2C)C1	15%	-7%	5%[10.9 µM]	2.3%
CCOc1ccc(S(=O)(=O)n2ccnc2)c2ccccc12	-9%	-5%	-6%	1.3%
CCCCc1nn2c(=O)cc(COC(=O)COc3ccc(C)cc3)nc2s1	3%	-5%	17%[10.9 µM]	-5.4%
CCOC(=O)c1cnc(-n2nc(C)cc2C)nc1Nc1ccc(N(C)C)cc1	8%	12%	-22%	-2.3%
COc1cc(-c2nnc(SCC(=O)Nc3cc(C)on3)n2C)cc(OC)c1O	7%	-4%	1%	-0.7%
CCc1ccc(Nc2sc(C(=O)c3ccccc3)c(N)c2S(C)(=O)=O)cc1	1%	?	29%[10.9 µM]	-1.2%
Cn1cnc2cc(NS(=O)(=O)c3ccc(Br)cc3)ccc21	-7%	-11%	-8%	2.3%
O=C(CSc1nc(-c2ccccc2)cc(=O)[nH]1)Nc1ccccn1	3%	2%	-3%	-1.3%
CCCN(CCC)S(=O)(=O)c1ccc(C(=O)NCc2ccc3c(c2)OCO3)cc1	33%[activator]	-10%	9%	5.5%
CCCCN(CC)C(=O)C1CCC(=O)N(c2ccc(OC)cc2)C1c1ccc(OC)c(OC)c1 (stereo unspecified)	2%	6%	-9%	-0.9%
CCOC(=O)c1cc(NC(=O)c2ccc(OC)cc2)c(=O)n2c1oc1ccc(Cl)cc12	3%	7%	5%[10.9 µM]	-3.3%
CCc1nnc(NC(=O)CSc2nnc(C)n2CC2CCCO2)s1 (stereo unspecified)	-10%	-12%	8%	0.9%

Some of these compounds in order of the Peg3 imprint value, highest first:
Structure,Peg3 imprint
FC(F)(F)c1cc(-c2ccccc2)nc(NCC2CCCO2)n1 (stereo unspecified),0%
O=C(CSc1nc(-c2ccccc2)cc(=O)[nH]1)Nc1ccccn1,-3%
OC1CCN(c2c3c(nc4cc(-c5cccc(F)c5)nn24)CCCC3)CC1,-20%

Returning to the listing; the 2 compounds before the break are reprinted first.
SMILES	p53ts 32C kill	p53ts 39C tox	Peg3 imprint	IkB sig inh
CCOC(=O)c1cc(NC(=O)c2ccc(OC)cc2)c(=O)n2c1oc1ccc(Cl)cc12	3%	7%	5%[10.9 µM]	-3.3%
CCc1nnc(NC(=O)CSc2nnc(C)n2CC2CCCO2)s1 (stereo unspecified)	-10%	-12%	8%	0.9%
CC(=O)c1ccc(NC(=O)c2cc3sccc3n2Cc2ccc(Cl)cc2)cc1	-10%	-19%	-14%[10.9 µM]	?
Cc1ccccc1N1CCN(Cc2cccc(C(=O)O)c2)CC1	10%	-2%	-7%	0.2%
Cc1cc2oc(C(=O)Nc3c(C(=O)Nc4ccccc4)oc4ccccc34)cc(=O)c2cc1C	2%	11%	28%[10.9 µM]	-1.8%
O=C(C1CCCCC1)N(Cc1cccnc1)c1nc2ccc(F)cc2s1	-2%	-13%	-4%[10.9 µM]	?
FC(F)(F)COc1nc(N2CCOCC2)nc(N(c2ccccc2)c2ccccc2)n1	-3%	14%	·	·
O=C(/C=C/c1ccc(O)c(O)c1)OCCc1ccccc1	-8%	-21%	-32%&-40%[inhibitor]	·
O=C(CCCOc1ccccc1)Nc1cccnc1	2%	8%	·	·

One compound at a time, as listed above:
`CCCCOC(=O)c1ccc(NC(=O)c2cc3c(=O)n4cccc(C)c4nc3n2C)cc1` is entered as p53ts 32C kill: -5%; p53ts 39C tox: ?; Peg3 imprint: -8%[10.9 µM]; IkB sig inh: -0.2%
`FC(F)(F)c1cc(-c2ccccc2)nc(NCC2CCCO2)n1` (stereo unspecified) is entered as p53ts 32C kill: 40%[activator]; p53ts 39C tox: 19%; Peg3 imprint: 0%; IkB sig inh: ?
